Compound activity as filed in PubChem BioAssay.
CRFR2-BP ag: agonists of CRF-BP/CRF-R2 complex, primary screen, cell-based, HEK293, calcium dye fluorescence, uHTS; CRF-binding protein / CRF receptor 2 complex (human); calcium dye fluorescence (FLIPR); percent of saturating CRF peptide response; activation, % at 13.2 µM; 350,000 tested, 0.46% active;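 active = activation of at least 50%, plus an integration ratio under a set limit after plate pattern correction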;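 note: plate controls were neutral control wells without compound for no effect and CRF at EC100 for full effect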
CHO-K1 Ca PAM: nonselective calcium activators in parental CHO-K1 cells, primary screen, counter-screen for M1 PAM project, cell-based, Fluo-8 calcium fluorescence, full deck, 1536-well. 360,000 tested, 0.02% active. ATP EC20; 0% at ATP EC20, 100% at ATP max. activation, % at 3 µM;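 active = activation above the run cutoff, the mean activation of all test compounds plus 3 SD, cut at about 40% in these data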;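 note: peak over basal fluorescence ratio in a 140 s read after ATP addition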
M5 antag: human M5 muscarinic receptor antagonists, primary screen, CHO cells, Fluo-8 calcium fluorescence. CHO-hM5 cells, ACh EC80. inhibition, % at 3 µM. 360,000 tested, 0.59% active;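 active = inhibition above a per-plate cutoff, the mean of that plate's test compounds plus 3 SD, cut at about 27% in these data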;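 note: 0% = acetylcholine EC80 with DMSO and 100% = DMSO without agonist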
M5 PAM: human M5 muscarinic receptor positive allosteric modulators, primary screen, CHO-K1 cells, Fluo-8 calcium fluorescence | 360,000 tested, 0.3% active | activation, % at 3 µM | AID 624038, 2012 | CHO-K1 hM5, ACh EC20 PAM; 0% = ACh EC20, 100% = ACh EC100 | Muscarinic acetylcholine receptor M5 (Homo sapiens), P08912;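 active = activation above the run cutoff, the mean activation of all test compounds plus 3 SD, cut at about 18% in these data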
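Replicates: One well per compound, no replicates | System: Human M5 receptor in CHO-K1 cells | Benchmarks: Low control EC20 acetylcholine (0%), high control EC100 acetylcholine (100%) | Probe or stimulus: Acetylcholine, EC20 level | Times: Fluo-8 loading 80 min at 37 °C plus 30 min room temperature | Signal: Intracellular calcium via Fluo-8 fluorescence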
CRFBP-R2 block: antagonists of CRF-BP/CRF-R2 complex, primary screen, cell-based, HEK293, calcium dye fluorescence, uHTS; AID 588475, 2011; CRF-induced calcium fluorescence; 350,000 tested, 0.59% active; inhibition, % at 11.8 µM;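 active = inhibition of the ligand-induced calcium signal above about 50% at the single tested concentration, limit read from the data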
TAAR1 antagonist: human TAAR1 antagonists, primary screen, Fluo-8 calcium fluorescence, CHO RD-HGA16 cells | Trace amine-associated receptor 1 (Homo sapiens), Q96RJ0 | antagonist | inhibition, % at 3 µM | 360,000 tested, 1.5% active;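 active = inhibition above a per-plate cutoff, the mean inhibition of test compounds on that plate plus 3 SD, cut at about 49% in these data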;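 note: 0% = DMSO plus EC80 beta-PEA response and 100% = DMSO alone without agonist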
Target sequence (Q96RJ0 whole entry, looked up): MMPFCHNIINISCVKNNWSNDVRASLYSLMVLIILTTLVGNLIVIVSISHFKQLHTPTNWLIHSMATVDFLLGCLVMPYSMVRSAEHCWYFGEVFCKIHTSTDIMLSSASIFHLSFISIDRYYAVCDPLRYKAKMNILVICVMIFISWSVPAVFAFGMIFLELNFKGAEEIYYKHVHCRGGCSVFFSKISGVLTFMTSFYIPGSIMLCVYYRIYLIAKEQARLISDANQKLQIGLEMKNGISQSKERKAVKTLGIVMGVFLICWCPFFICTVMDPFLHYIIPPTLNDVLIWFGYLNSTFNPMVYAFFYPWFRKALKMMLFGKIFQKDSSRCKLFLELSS
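Assay system: CHO-derived RD-HGA16 cells stably expressing human TAAR1 plus Gα16. Timing: 140 s kinetic read after compound, 140 s after agonist. Technique: kinetic Fluo-8 calcium fluorescence measurement. Measure: % inhibition of agonist calcium response.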
CHRM5 agonist: human M5 muscarinic receptor agonists, primary screen, CHO-K1 cells, Fluo-8 calcium fluorescence; CHO-K1 hM5 cells; 0% DMSO wells, 100% maximal acetylcholine response; activation, % at 3 µM; 360,000 tested, 0.19% active;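 active = activation above the run's mean over test compounds plus 3 SD, cut at about 23% in these data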;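 note: signal is peak over basal fluorescence ratio across the kinetic read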
CHRM4 PAM: human M4 muscarinic receptor positive allosteric modulators, primary screen, CHO-K1 cells, Fluo-8 calcium fluorescence | activation, % at 3 µM | 360,000 tested, 0.4% active | Muscarinic acetylcholine receptor M4 (Homo sapiens), P08173 | CHO-K1 hM4/Gqi5, ACh EC20; 0% = ACh EC20, 100% = maximal ACh;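 active = activation above its plate's cutoff, the mean activation of sample wells plus 3 SD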; note: some results filed as inactive read as strong as hits
Target sequence (P08173 whole entry, looked up): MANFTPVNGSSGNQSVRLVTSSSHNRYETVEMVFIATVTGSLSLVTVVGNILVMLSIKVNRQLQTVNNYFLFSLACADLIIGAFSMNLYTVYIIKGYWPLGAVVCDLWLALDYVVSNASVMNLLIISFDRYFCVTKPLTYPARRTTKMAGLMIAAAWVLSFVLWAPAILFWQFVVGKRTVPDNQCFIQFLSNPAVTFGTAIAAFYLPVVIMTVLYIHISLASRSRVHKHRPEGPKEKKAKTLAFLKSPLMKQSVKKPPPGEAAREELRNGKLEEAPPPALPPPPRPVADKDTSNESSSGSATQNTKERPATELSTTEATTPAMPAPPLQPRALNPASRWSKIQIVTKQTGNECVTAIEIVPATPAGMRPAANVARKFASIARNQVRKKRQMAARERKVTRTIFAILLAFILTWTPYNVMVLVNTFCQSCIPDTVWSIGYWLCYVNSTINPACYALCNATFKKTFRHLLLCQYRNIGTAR
TAAR1 ag: human TAAR1 agonists, primary screen, Fluo-8 calcium fluorescence, CHO RD-HGA16 cells; 360,000 tested, 0.99% active; activation, % at 3 µM; Trace amine-associated receptor 1 (Homo sapiens), Q96RJ0; vehicle wells 0%, saturating PEA agonist 100%;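 active = activation above the mean activation of all test compounds in the run plus 3 SD, cut at about 38% in these data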
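Test system: RD-HGA16 (CHO) cells co-expressing Gα16 and hTAAR1; dosing: one-point dosing at 3 µM (nominal); timing: 17-24 h seeding, 75 min 37 °C dye, 30 min RT; signal: kinetic Fluo-8 calcium fluorescence; read-out basis: % activation relative to PEA EC100 response; controls: DMSO and PEA EC100; replicates: n 1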
* hit, by the source's call; x = no result given.

SMILES	CRFR2-BP ag	CHO-K1 Ca PAM	M5 antag	M5 PAM	CRFBP-R2 block	TAAR1 antagonist	CHRM5 agonist	CHRM4 PAM	TAAR1 ag
CC1C(=O)N(Cc2cn(Cc3ccco3)nn2)CCS(=O)(=O)N1Cc1ccc(-c2ccc(F)cc2)cc1 (stereo unspecified)	2.8	-10.2	0.4	3.2	9.8	-5.6	1.4	3.7	1.4
Cc1[nH]c(=O)[nH]c(=O)c1S(=O)(=O)N1CCCC(C(=O)N2CCN(c3cccc(C(F)(F)F)c3)CC2)C1 (stereo unspecified)	3.0	-11.8	6.7	-2.6	28.3	2.6	-2.7	4.9	-0.3
CCOC(=O)c1c(CSc2cccs2)n(C)c2cc(Br)c(O)c(CN(C)C)c12	-1.1	15.0	14.5	-8.6	24.3	-3.0	-4.7	-3.3	9.0
CC1CCc2nc3ccc(S(=O)(=O)N4CCC(C(=O)N5CCCCCC5)CC4)cc3c(C(=O)O)c2C1 (stereo unspecified)	-2.8	5.9	0.7	0.4	-4.8	-1.3	3.7	-2.7	2.2
Cc1nc(-c2ccc(NC(=O)c3ccco3)cc2)cs1	0.1	2.1	17.8	-2.1	1.7	10.8	1.7	-3.3	-0.8
CCCCOc1ccc(Cc2cnc(N)nc2N)cc1	-1.3	23.2	4.9	2.3	-4.2	-2.1	-2.7	0.1	7.3
CC(C)Cc1cc(C(=O)NCc2ccco2)no1	1.4	-2.9	7.0	-3.8	-30.8	-14.1	-0.8	-1.0	-1.5
CCCC(=O)N1CCc2cc(OC)c(OC)cc2C1COc1ccccc1OC (stereo unspecified)	-0.2	0.3	-0.2	-0.6	-1.5	0.5	-0.2	-4.3	4.0
CC(C(=O)OCC(=O)c1ccc([N+](=O)[O-])cc1)N1C(=O)C2C3C=CC(C3)C2C1=O (stereo unspecified)	0.1	16.1	-0.6	-0.4	5.5	-24.8	-0.4	6.2	12.3
CC1CCCCC1NS(=O)(=O)c1ccc(-n2cnnn2)cc1 (stereo unspecified)	-0.2	-3.3	5.6	-0.3	9.2	3.0	4.0	-0.8	21.1
O=C(O)CN1C(=O)/C(=C\c2ccccc2OCc2ccc(Cl)cc2Cl)SC1=S	0.4	7.2	9.7	3.0	12.1	2.9	-4.5	-2.0	-1.5
COc1ccc(-n2cnnc2)cc1	12.9	14.5	-4.2	3.5	24.1	-5.5	-2.6	16.5	-2.2
O=C(O)c1ccc2c(c1)C(=O)N(c1ccc(/C=C/C(=O)c3ccccc3)cc1)C2=O	-2.5	-10.8	7.6	-9.7	16.2	-9.9	12.7	-4.3	-0.5
O=C(CN1CCN(S(=O)(=O)c2ccccc2)CC1)NC(=O)NCc1ccccc1	-1.9	9.8	5.6	5.2	0.4	0.5	-2.4	8.9	6.8
O=[N+]([O-])c1cccc(/C=N/n2c(-c3cccnc3)n[nH]c2=S)c1	-2.2	12.9	12.8	-8.9	26.9	0.8	0.4	-5.0	-1.2

3 structures out of the list, ordered by SMILES length, high to low:
SMILES	CRFR2-BP ag	CHO-K1 Ca PAM	M5 antag	M5 PAM	CRFBP-R2 block	TAAR1 antagonist	CHRM5 agonist	CHRM4 PAM	TAAR1 ag
O=[N+]([O-])c1cccc(/C=N/n2c(-c3cccnc3)n[nH]c2=S)c1	-2.2	12.9	12.8	-8.9	26.9	0.8	0.4	-5.0	-1.2
CC1CCCCC1NS(=O)(=O)c1ccc(-n2cnnn2)cc1 (stereo unspecified)	-0.2	-3.3	5.6	-0.3	9.2	3.0	4.0	-0.8	21.1
Cc1nc(-c2ccc(NC(=O)c3ccco3)cc2)cs1	0.1	2.1	17.8	-2.1	1.7	10.8	1.7	-3.3	-0.8

Additional entries:
SMILES	CRFR2-BP ag	CHO-K1 Ca PAM	M5 antag	M5 PAM	CRFBP-R2 block	TAAR1 antagonist	CHRM5 agonist	CHRM4 PAM	TAAR1 ag
COc1ccccc1N1CCN(S(=O)(=O)c2cc(Br)cnc2N)CC1	-0.6	-1.3	0.9	-12.3	-16.1	-19.9	-7.5	-8.6	-0.3
COc1ccc(S(=O)(=O)Nc2noc3ccccc23)cc1OC	8.8	-6.2	-2.9	0.9	19.8	-14.8	-4.2	5.9	1.8
O=C(NCc1ccccn1)c1ccc(Cn2cc(C(F)(F)F)ccc2=O)cc1	-1.2	-8.1	-2.9	-5.6	9.9	6.6	1.0	-5.0	9.4
Cc1ccc(C(=O)C=Cc2ccc3c(c2)OCO3)c(C)c1	-1.1	13.1	-1.7	-2.1	19.8	2.5	-0.5	2.8	4.6
Cc1ccc(-c2nn(CC(=O)NCc3ccco3)c(=O)c3ccccc23)cc1	-1.2	7.4	-2.7	6.2	37.9	2.1	-2.2	18.2	14.0
CSc1ccccc1OCc1cc(C(=O)NCCn2ccnc2C)no1	-1.3	12.3	8.2	-10.3	5.5	-6.9	-5.2	-7.9	1.8
O=S(=O)(NNc1ncc(C(F)(F)F)cc1Cl)c1ccc(F)cc1F	-0.1	10.3	9.6	-8.6	-6.9	-15.9	-4.1	5.2	20.4
NCCCC(=O)N1c2ccccc2Sc2ccccc21	-0.1	28.1	67.2*	-23.7	2.7	-10.6	-4.3	-13.9	6.4
COCCCn1nnnc1SCC(=O)N1CCN(C(=O)c2ccco2)CC1	-2.0	5.8	10.1	2.0	13.9	10.8	0.9	-6.2	3.7
CN(C)c1nc(=Nc2cccc(Cl)c2)ss1	-3.4	3.9	-0.8	-1.8	1.8	-0.5	-2.1	-2.6	18.4
O=C(Nc1ccc(Oc2ccc(C(=O)O)c(C(=O)O)c2)cc1)c1cccs1	-1.4	-5.3	7.0	9.1	9.9	-9.1	-3.4	4.4	7.2
CC(NC(=O)CN1C(=O)NC2(CCc3ccccc32)C1=O)c1ccc2c(c1)OCCO2 (stereo unspecified)	-0.8	4.7	-2.0	3.8	-3.2	-18.4	0.9	0.8	1.9
CCOc1ccc(Cl)cc1S(=O)(=O)n1cnc2ccccc21	0.4	-1.8	5.2	-3.2	13.6	4.5	-4.8	1.4	7.3
N#Cc1c(-c2ccco2)c2c([nH]c1=S)CCCC2	1.4	0.5	-7.2	0.8	2.4	6.5	2.7	4.6	1.8
O=c1[nH]nc(N=Nc2c(O)[nH]c3ccc(F)cc23)c(=O)[nH]1	-0.6	16.1	3.5	7.2	-0.2	5.0	3.0	17.4	-0.9

Brought forward from above: two entries, then new ones.
SMILES	CRFR2-BP ag	CHO-K1 Ca PAM	M5 antag	M5 PAM	CRFBP-R2 block	TAAR1 antagonist	CHRM5 agonist	CHRM4 PAM	TAAR1 ag
N#Cc1c(-c2ccco2)c2c([nH]c1=S)CCCC2	1.4	0.5	-7.2	0.8	2.4	6.5	2.7	4.6	1.8
O=c1[nH]nc(N=Nc2c(O)[nH]c3ccc(F)cc23)c(=O)[nH]1	-0.6	16.1	3.5	7.2	-0.2	5.0	3.0	17.4	-0.9
CCC1CCCCN1CCN1C(=O)C2C(C(=O)Nc3ccc(OC)cc3)C3C=CC2(O3)C1C(=O)NC1CCCCC1 (stereo unspecified)	-0.5	2.5	6.3	6.9	-1.3	-8.7	-4.8	-10.4	2.9
Cc1ccc(CN(Cc2cc3cccc(C)c3[nH]c2=O)C(=O)N(C)C)cc1	17.4	2.0	7.9	-4.0	-32.2	3.0	-3.6	0.5	19.7
O=[N+]([O-])c1ccc(-c2c(-c3ccccc3)ncc3ccc(F)cc23)cc1	1.0	7.9	1.5	-7.9	10.2	73.6*	-0.2	14.4	0.3
O=C(Nc1nc(=O)[nH]s1)c1ccccc1	0.6	-7.7	19.4	-15.8	-1.9	5.6	0.6	-10.3	10.3
COc1ccc(S(=O)(=O)NC(=O)C2(C)CCN2C(=O)CC2CCCCC2)cc1OC (stereo unspecified)	x	12.6	3.4	0.1	x	2.4	-0.8	-2.0	2.4
CCC1CCCCN1CCCNC(=O)c1ccc2c(c1)c(C)c(C)n2CC (stereo unspecified)	-0.4	1.2	-9.2	2.5	-1.8	-22.6	-6.8	-9.1	0.3
CCOC(=O)c1sc(=S)n(CC)c1N	-0.9	8.8	0.4	-3.6	-1.0	5.6	-3.6	4.0	2.4
O=C(CCCn1c(=O)oc2ccccc21)N1CCc2ccccc2C1	-0.5	21.7	-8.8	4.3	4.0	-20.5	-5.6	1.2	2.5
CCNS(=O)(=O)c1ccc(NS(=O)(=O)c2cc(C)ccc2C)cc1	-0.1	9.1	23.4	-8.2	-2.4	-2.0	1.4	-1.7	2.3
COc1ccc2[nH]c(-c3ccc(C)cc3)cc(=O)c2c1	-3.8	11.9	5.7	2.5	6.1	x	1.6	4.7	x
Cc1ccc(S(=O)(=O)N2CCN(C(=O)COC(=O)/C=C/c3ccc(Cl)cc3)CC2)c(C)c1	5.9	-0.7	8.1	-12.1	14.3	9.7	4.4	8.0	-2.2
Cc1cc(N2CCOCC2)nc2ccc(Cl)cc12	-0.1	-13.3	-3.1	-1.3	-10.4	-5.8	-5.3	4.0	-4.6
COc1ccccc1N1CCN(C(=O)c2sc3nc(-c4ccc(F)cc4)cn3c2C)CC1	0.1	2.5	0.9	-5.2	-6.0	4.8	2.2	-6.3	-0.5
O=C(CSc1ccc(-c2nc3ccccc3[nH]2)cn1)Nc1ccc(S(=O)(=O)N2CCCC2)cc1	1.0	10.8	8.2	-15.6	5.3	51.2*	0.3	-22.8	7.9
NC1=NC(=O)C(Cc2cccc(Cl)c2Cl)S1 (stereo unspecified)	-3.5	-1.3	1.1	-8.8	31.8	8.3	-1.5	28.6	1.5
CN(Cc1ccccc1)C(=O)COc1cccnc1[N+](=O)[O-]	0.4	17.1	2.9	8.1	-6.4	-14.3	-2.9	-1.6	1.0
O=C(CN1C(=O)C2CC=CCC2C1=O)NC1CCCCC1 (stereo unspecified)	-0.3	-5.7	17.4	0.3	2.2	-5.1	1.8	-4.7	0.0
Cc1ccccc1CN1CCC(CNC(=O)Nc2ccc(F)cc2F)CC1	0.3	2.9	3.2	12.7	-2.6	-1.1	-7.8	-7.2	-0.6
Cc1cc(NC(=S)N(CCCN2CCN(C)CC2)Cc2ccco2)ccc1Cl	-0.4	14.9	2.1	4.0	-2.6	-1.9	-5.0	-8.0	3.1
CC(=O)Nc1ccc(OS(=O)(=O)c2ccccc2C)cc1	-1.1	2.3	2.3	4.9	1.8	8.1	-1.2	-8.0	0.9
CCOC(=O)c1oc2nc3c(cc2c1N)CCCC3	-0.4	20.5	-5.5	8.1	-5.3	3.3	1.1	-1.5	-1.9
Cn1cc(Br)c(C(=O)NC2CCCCC2)n1	1.1	12.9	-4.6	-1.6	-5.5	2.6	-1.0	-6.9	7.7
Cc1cccc(/C=N/NC(=O)c2ccccc2OCc2cccc(Br)c2)n1	-0.1	14.6	1.6	-6.8	11.0	64.1*	2.5	-3.6	8.8
